SUMO Mot1 rescue = yeast Mot1-301 growth rescue at high temperature, primary screen, SUMOylation pathway inhibitor project, S. cerevisiae, ATP luminescence, 38.5C; S. cerevisiae Mot1-301 growth rescue; percent above DMSO median, 100 means doubled; actives 1% (n = 320,000); AID 2716, 2010; growth rescue, % at 18.8 µM;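 active means every valid replicate shows activation above 250% relative to neutral control wells; inactive means the rest, any valid replicate at or below 250%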;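 further: OY570 slx delta 5 strain wells were the positive control but not used for scaling; some compounds called inactive have numbers as strong as hits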
PKA-R2B act = activators of PKA-R2B holoenzyme, primary screen, biochemical, fluorescence polarization, Cy5-IP20, human; actives 0.079% (n = 340,000); activation, % at 11.4 µM; cAMP-dependent protein kinase catalytic subunit beta (Homo sapiens) + cAMP-dependent …; PKA-R2B holoenzyme dissociation; R2B truncated from residue 108, S112A mutant; 0% DMSO only, 100% 113 µM cGMP;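 active means activation above a cutoff set at the mean over all compounds plus 3 SD, cut at about 18% in these data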;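 further: higher means more holoenzyme dissociation and a rise in polarization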
DAGLB inh = DAGLB lipase inhibitors, primary screen, biochemical, fluorescence, HTS; Diacylglycerol lipase-beta (Homo sapiens), Q8NCG7; HEK293T DAGLB membrane lysate, EnzChek fluorogenic substrate; inhibition, % at 5.17 µM; actives 0.059% (n = 340,000); AID 504411, 2011; in the data active means inhibition above about 34%;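 further: 0% = enzyme with vehicle and 100% = wells lacking enzyme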
HTR5A ag = HTR5A agonists in luminescence cell assay, primary screen, counter-screen for OPRM1-OPRD1 heterodimer agonist project, full-deck HTS; cell-based; activation, % at 9.3 µM; AID 504692, 2011; 5-hydroxytryptamine receptor 5A (Homo sapiens), P47898; actives 0.61% (n = 340,000); in the data active means activation mostly above about 9.5%, no sharp cut-off; inactive means mostly below about 7.6%;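 further: 0% = cells with vehicle only and 100% = reference agonist; strong numbers were not always called active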
Target sequence (P47898 whole entry, looked up): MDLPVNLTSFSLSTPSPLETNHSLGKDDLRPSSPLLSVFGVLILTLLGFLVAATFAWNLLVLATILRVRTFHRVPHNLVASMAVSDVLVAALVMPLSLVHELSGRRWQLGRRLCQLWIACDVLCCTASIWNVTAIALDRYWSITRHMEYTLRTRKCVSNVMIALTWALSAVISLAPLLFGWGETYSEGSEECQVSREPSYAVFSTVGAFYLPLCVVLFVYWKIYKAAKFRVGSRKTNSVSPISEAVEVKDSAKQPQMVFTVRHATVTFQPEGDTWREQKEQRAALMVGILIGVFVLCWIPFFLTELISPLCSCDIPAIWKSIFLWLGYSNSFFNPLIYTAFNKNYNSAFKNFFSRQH
PKA-R1A act = activators of PKA-R1A holoenzyme, primary screen, biochemical, fluorescence polarization, Cy5-IP20, bovine R1A, mouse PKAc. PKA-R1A dissociation; scaled: DMSO 0%, 113 µM cGMP 100%. activation, % at 11.4 µM. actives 0.083% (n = 340,000);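 active means percent activation above the mean of all tested compounds plus 3 SD, cut at about 19% in these data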;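 further: higher means more PKAc released from R1A so a rise in polarization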
AddAB inh = growth inhibition of E. coli expressing H. pylori AddAB, primary screen, AddAB inhibitor project, absorbance. AID 435030, 2010. inhibition, % at 11.9 µM. actives 0.29% (n = 330,000); in the data active means inhibition above about 12%;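 further: 0% = vehicle wells of infected cells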
Ecoli viability = E. coli V3065 growth inhibition, primary screen, counter-screen for AddAB inhibitor project, absorbance, OD600; 18 h; inhibition, % at 11.9 µM; actives 0.27% (n = 330,000); AID 449728, 2010;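 active means inhibition above the campaign's mean inhibition across all tested compounds plus 3 SD, cut at about 9.9% in these data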;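 further: uninfected addAB+ strain grown without phage in ampicillin broth; 0% = DMSO wells and 100% = ciprofloxacin 0.95 µg/ml wells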
HTR5A inv ag = HTR5A inverse agonists in luminescence cell assay, primary screen, counter-screen for OPRM1-OPRD1 heterodimer inverse agonist project, full-deck HTS; actives 0.083% (n = 340,000); HTR5A cell line, inverse agonism; inhibition, % at 9.3 µM; 5-hydroxytryptamine receptor 5A (Homo sapiens), P47898; in the data active means inhibition mostly above about 23%, no sharp cut-off; inactive means mostly below about 18%;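 further: 0% = cells with DMSO and 100% = no-cell wells with DMSO; some compounds called inactive have numbers as strong as hits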
phage Ecoli inh = growth loss of phage-infected E. coli, primary screen, RecBCD inhibitor project, absorbance, with phage, HTS | AID 651602, 2012 | actives 0.26% (n = 360,000) | inhibition, % at 11.9 µM; in the data active means inhibition above about 11%
Tat export inh = E. coli Tat export inhibitors, primary screen, MC4100, TorA-mCherry reporter, fluorescence, single point. inhibition, % at 10 µM. actives 0.036% (n = 340,000);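 active means mean replicate inhibition at least 50% and at least half of replicates individually reaching 50%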;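 further: exported cargo escapes ClpAP degradation while cytoplasmic cargo is degraded and loses fluorescence; 0% = median of neutral control wells and 100% = median of NaSCN control wells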
CDK5 inh = inhibitors of human CDK5/p35 kinase, primary screen, biochemical, single concentration; Cyclin-dependent kinase 5 (Homo sapiens) + Cyclin-dependent kinase 5 activator 1 (Homo …; inhibition, % at 10 µM; Recombinant CDK5/p35, ADP-Glo luminescence, 60 min; AID 488839, 2010; actives 0.01% (n = 330,000);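 active means highest replicate inhibition of at least 50% and at least 75% of replicates reaching 50%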;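 further: plate controls were DMSO neutral control for no effect and GW8510 at 10 µM for full effect; many of its hits are not listed in these tables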
Target sequence (Q00535 whole entry, looked up): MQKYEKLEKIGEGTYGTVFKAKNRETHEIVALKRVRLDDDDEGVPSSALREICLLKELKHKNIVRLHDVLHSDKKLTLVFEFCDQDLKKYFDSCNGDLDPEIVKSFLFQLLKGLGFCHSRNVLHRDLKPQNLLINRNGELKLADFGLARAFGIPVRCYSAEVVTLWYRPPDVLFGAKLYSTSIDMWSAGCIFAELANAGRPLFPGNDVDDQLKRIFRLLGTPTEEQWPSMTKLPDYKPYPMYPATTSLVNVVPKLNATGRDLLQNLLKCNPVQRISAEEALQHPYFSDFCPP
Target sequence (Q15078 whole entry, looked up): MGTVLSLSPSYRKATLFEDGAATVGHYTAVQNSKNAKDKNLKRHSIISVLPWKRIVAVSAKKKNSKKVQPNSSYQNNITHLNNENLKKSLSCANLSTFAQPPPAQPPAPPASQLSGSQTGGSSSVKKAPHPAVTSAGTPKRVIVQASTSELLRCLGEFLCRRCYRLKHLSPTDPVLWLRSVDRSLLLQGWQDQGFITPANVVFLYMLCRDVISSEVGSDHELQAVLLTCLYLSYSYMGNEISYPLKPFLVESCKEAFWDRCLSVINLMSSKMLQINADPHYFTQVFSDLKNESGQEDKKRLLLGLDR
The depositor's hits bear a star; x = no result given.

SMILES	SUMO Mot1 rescue	PKA-R2B act	DAGLB inh	HTR5A ag	PKA-R1A act	AddAB inh	Ecoli viability	HTR5A inv ag	phage Ecoli inh	Tat export inh	CDK5 inh
Cc1cc2cc(CCNC(=O)C(C)C)c(=O)[nH]c2cc1C	35.5	16.6	2.9	1.7	4.3	3.3	0.2	22.9	2.8	-5.7	-3.0
Cc1nc(-c2cccc(NC(=O)C3CCCCC3)c2)cs1	388.1	7.3	-3.0	-3.2	-8.2	2.6	3.1	1.2	3.0	2.2	1.0
Cc1ccc(C(=O)NC2CCN(CCCC(=O)c3ccc(F)cc3)CC2)cc1	372.6	7.5	0.4	-1.3	7.7	2.0	0.8	3.6	0.6	1.4	0.4
Cc1ccccc1S(=O)(=O)c1c(C)cc(C)n(CC(C)C)c1=O	-2.4	-14.3	-8.5	-3.3	-6.0	1.0	1.3	-20.8	1.1	2.8	-1.2
Cc1ccc(-n2c(COc3c(C)cccc3C)nnc2SCC(=O)Nc2nccs2)cc1	1.3	5.6	-0.4	6.7	-7.9	0.8	0.2	-5.6	0.9	5.5	-0.3
COC(=O)c1[nH]c2cccc(Cl)c2c1NC(=O)CN(C)C1CCCCC1	34.1	0.0	-3.3	-5.8	-16.9	1.2	-1.3	14.6	2.5	-1.9	-0.2
O=C(NCc1ccc(OC(F)(F)F)cc1)C1CC(c2ccccc2C(F)(F)F)=NO1 (stereo unspecified)	-7.9	-4.2	-8.2	5.4	-9.3	2.1	-2.1	-10.4	2.1	14.8	2.3
CC(C)CC(NC(N)=O)C(=O)Nc1ccc2c(c1)OCO2 (stereo unspecified)	-6.4	-0.5	1.5	2.7	-8.7	0.1	-1.6	0.1	0.4	-1.4	0.2
c1ccc(-c2nc(CSc3nnc(-c4cccs4)o3)cs2)cc1	166.9	-1.2	0.8	-1.0	0.1	2.9	-1.0	11.3	0.8	-0.8	1.3
Cn1c(=O)c2c(nc(N3CCCC3)n2CC(O)CO)n(C)c1=O (stereo unspecified)	-3.5	-1.5	-2.3	-2.3	9.0	1.0	-0.2	1.8	3.1	-6.8	0.3
Cc1cc(C)n(CC(C)(O)c2ccccc2)n1 (stereo unspecified)	-8.6	-0.4	-4.5	-3.4	0.1	2.1	-2.7	9.9	1.0	-6.1	0.8
O=C(Nn1nnnc1Nc1ccccc1)C12CC3CC(CC(C3)C1)C2	-5.6	6.3	3.1	-0.1	0.1	2.5	-0.2	-9.2	2.7	1.1	0.1
CC(C)C1C2=C(CC(C)(C)CC2=O)ON1c1ccccc1 (stereo unspecified)	0.9	4.1	-1.4	-2.3	5.8	3.7	-2.1	6.0	-0.2	-1.8	5.5
CCCCCn1c(CN2CCCCC2C)nc2c1c(=O)n(C)c(=O)n2C (stereo unspecified)	-11.3	4.6	-1.9	-0.1	-10.8	1.2	1.4	0.4	1.8	-0.9	0.9
O=C(c1ccc(Br)o1)N1CCN(c2ccccn2)CC1	5.7	-6.0	0.1	1.4	-10.7	3.9	-0.9	28.7	2.7	7.2	2.5
CCCCNC(=O)Nc1cc(C(=O)OC)ccc1C	-28.3	-10.5	1.0	1.3	-16.8	-1.3	0.7	-1.2	2.6	2.1	-0.9
O=C(/C=C/c1cccs1)Nc1ccncc1	-2.4	2.0	-2.8	-5.6	-1.1	-1.3	-0.6	14.9	3.4	-5.6	1.3
CCc1cc(=O)[nH]c(-n2[nH]c(-c3ccccc3)cc2=O)n1	-9.8	2.1	0.6	-1.2	8.9	3.3	-0.6	3.1	3.0	-5.9	0.6
Cn1c(=O)c2nc(NCc3ccccc3)sc2n(C)c1=O	x	-6.6	0.6	-2.5	3.9	x	x	10.1	1.7	-4.8	-1.8
Cc1cc(/C=C2\C(=N)N3C(SCc4ccccc4)=NSC3=NC2=O)c(C)n1Cc1ccccc1	1.9	-10.1	2.1	3.5	-1.5	1.1	2.6	-3.0	1.0	-4.8	1.0
N#CC(C#N)=Cc1cnc(N2CCN(c3ccccc3)CC2)s1	-16.3	-0.7	0.1	1.6	-5.5	1.1	-0.7	-5.8	-1.3	14.6	1.8
NS(=O)(=O)c1ccc(NC(=S)NC(=O)c2cccnc2)cc1	-10.3	x	x	x	x	4.4	0.3	x	4.3	-10.3	0.6
O=[N+]([O-])c1ccc(S(=O)(=O)NCC2CC3CCC2C3)cc1 (stereo unspecified)	25.8	5.5	-4.8	3.5	-1.3	-0.8	-0.1	-12.3	3.2	1.5	0.2
O=C(CCCCCN1C(=O)CCC1=O)NCc1ccccc1	1.1	-9.7	3.2	5.9	1.6	2.2	-1.3	-15.2	3.0	1.9	-0.8
Oc1ccc(Cl)cc1C1=NCCNC(C(F)(F)C(F)F)=C1	7.6	-3.0	8.0	1.4	4.1	2.8	2.0	-3.8	3.3	-6.5	3.0
CCOC(=O)c1cnc2nc(NCc3ccc(OC)c(OC)c3)[nH]n2c1=O	47.0	-5.0	1.1	-3.5	0.0	0.3	-6.0	8.3	0.0	7.1	-2.3
N#CCCn1c(SCC(=O)c2c[nH]c3ccccc23)nc2ccccc21	163.7	-2.9	-0.2	2.1	5.5	3.1	0.2	17.3	0.7	1.6	0.3
COc1ccccc1N1CCN(C(=O)c2c(C)cc(=O)oc2C)CC1	-24.3	-1.5	-0.3	1.9	-6.2	3.2	0.8	-5.3	2.6	-3.7	0.5
C/C(=N/N1CCN(Cc2cccc3ccccc23)CC1)c1cccnc1	-9.5	-4.0	-11.1	-3.4	6.4	-0.8	2.9	-2.4	3.2	-5.0	1.2
O=C(C[n+]1cc2ccccc2c2ccccc21)c1ccccc1	-27.4	1.0	-2.2	2.1	-9.7	1.1	3.0	26.2	5.0	-3.2	0.4
O=C(CCS(=O)(=O)c1ccc2c(c1)NC(=O)CS2)NCCc1ccccc1	9.9	-14.3	-1.3	-4.2	-8.0	1.0	-1.8	1.1	0.5	-4.2	0.1
CC(C)CN1C(=O)C(=O)N(CC(=O)NC(C)CCc2ccccc2)C1=O (stereo unspecified)	x	-13.0	2.9	1.0	-1.4	x	x	-2.7	3.5	2.3	1.5
CC1=C(c2ccccc2)C(O)(c2ccccc2)C(C)C1=O (stereo unspecified)	x	5.7	-1.3	-1.1	4.9	x	x	4.6	3.8	4.6	-0.7
Cc1cccc(NC(=S)N2CCC(NC(=O)C3CCCCC3)CC2)c1	-8.1	-1.6	-2.4	2.1	0.1	1.7	0.1	2.3	1.5	-12.8	-2.0
CCOc1ccc(S(=O)(=O)NCc2ccncc2)cc1NC(=O)c1ccccc1	-9.0	9.4	2.8	5.4	-2.7	1.1	-0.3	-7.4	3.2	8.8	-1.0
O=C(COC(=O)c1cc(=O)[nH]c(=O)[nH]1)Nc1cccc(S(=O)(=O)N2CCOCC2)c1	-0.2	-2.2	-0.1	-2.2	0.5	4.5	-1.1	26.1	0.8	-4.2	0.0
O=C(NCCn1cccn1)C1CCC(=O)N(CCc2ccccc2)C1 (stereo unspecified)	9.5	1.4	1.4	-1.3	-7.1	1.1	0.0	11.9	0.9	6.9	0.8
CCCCNc1c([N+](=O)[O-])cc(C)cc1[N+](=O)[O-]	8.7	1.6	2.9	-0.3	-6.4	-1.9	-1.4	-13.0	2.2	-2.5	-0.1
CCCOc1ccc(CNC(=O)Cn2c(=O)oc3ccccc32)cc1	-7.3	6.0	-0.5	-4.2	-10.8	1.8	2.5	10.9	3.3	-4.1	-0.4
Cc1onc(-c2ccccc2Cl)c1C(=O)NCCCc1ccccc1	-3.5	1.1	1.6	-0.4	-0.1	0.8	1.9	-4.7	-1.2	4.6	2.2
C=C(C)CN=CC1(C)CCC(C)=CO1 (stereo unspecified)	x	-6.4	-0.4	2.2	-8.8	x	x	-8.4	-0.6	0.4	-0.9
CSc1cccc(NC(=S)N(Cc2ccc(C)cc2)Cc2ccccn2)c1	4.1	-12.8	1.4	-3.0	1.9	-0.8	0.4	7.8	-0.1	1.0	2.2
COC(=O)c1c(NC(=O)c2ccc(OC(C)C)cc2)sc2c1CC(C)(C)NC2(C)C	5.0	-15.9	1.0	1.8	-17.2	0.5	-0.3	-4.9	3.0	7.9	-5.7
COc1ccc(C2=NOC(C(=O)NCc3cccnc3)C2)cc1 (stereo unspecified)	-7.4	1.8	-0.1	-1.4	0.5	0.3	-2.7	5.0	1.8	13.8	2.0
O=C(NNC(=O)c1ccc(Br)s1)c1cccc(Cl)c1	0.6	-2.4	2.0	1.4	1.5	-0.3	-0.5	17.6	2.5	-1.2	-0.6
CCOc1ccc2nc(SCC#N)c(C#N)cc2c1	-10.2	3.9	-4.8	0.4	0.8	-0.2	-5.7	-12.4	2.0	7.4	-1.0
Cc1cn(C(=O)c2cccc(Br)c2)c(C)n1	3.1	4.4	4.2	-3.8	-12.9	-5.8	2.5	9.7	2.7	1.3	0.0
O=C(N/N=C/C(Cl)=C/c1ccc([N+](=O)[O-])cc1)C(=O)Nc1cccc(C(=O)O)c1	46.5	8.9	3.1	1.8	-3.0	0.8	-1.3	-0.5	-0.9	-2.2	1.6
C/C(=N\Nc1ncc(Cl)cc1Cl)c1cccs1	228.2	-1.4	-0.7	0.5	-5.6	0.6	-1.9	-1.3	x	0.9	2.8
Cc1ccc(-c2nnc(CSc3nc(C(C)C)nc4sc(C)c(C)c34)o2)cc1	68.9	-0.3	-0.9	3.5	-10.5	0.0	-2.4	-9.7	0.5	12.7	0.8
CC1CCN(C(=O)CCNC(=O)c2ccccc2Cl)CC1	95.3	2.3	0.5	-0.7	-3.0	1.8	-0.1	4.6	-3.2	-3.6	-2.9
COc1cccc(CNC(=O)CCC2CCCN(C(=O)c3ccc(F)c(Cl)c3)C2)c1 (stereo unspecified)	67.8	-0.5	0.1	-5.7	-8.4	3.2	1.2	3.5	-2.9	-3.0	2.2
COc1ccc(-c2noc(CCC(=O)N3CCN(c4cccc(C)c4)CC3)n2)cc1	x	-3.6	-1.0	-0.4	-2.2	1.4	-1.4	1.5	3.2	7.5	0.8

Screens: PubChem, several laboratories
